# PDI inh: blocks human protein disulfide isomerase activity. inhibition, % at 10 µM. PDI insulin aggregation turbidity, A650, 90 min. 350,000 compounds, 0.052% hits. AID 588391;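 active = mean inhibition across replicates of 30% or more, whatever share of single replicates reach that level; inconclusive = mean inhibition below 30% while every single replicate reaches 30%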;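 also: absorbance from insulin aggregation driven by PDI reduction with DTT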
# Target sequence (P07237 whole entry, looked up): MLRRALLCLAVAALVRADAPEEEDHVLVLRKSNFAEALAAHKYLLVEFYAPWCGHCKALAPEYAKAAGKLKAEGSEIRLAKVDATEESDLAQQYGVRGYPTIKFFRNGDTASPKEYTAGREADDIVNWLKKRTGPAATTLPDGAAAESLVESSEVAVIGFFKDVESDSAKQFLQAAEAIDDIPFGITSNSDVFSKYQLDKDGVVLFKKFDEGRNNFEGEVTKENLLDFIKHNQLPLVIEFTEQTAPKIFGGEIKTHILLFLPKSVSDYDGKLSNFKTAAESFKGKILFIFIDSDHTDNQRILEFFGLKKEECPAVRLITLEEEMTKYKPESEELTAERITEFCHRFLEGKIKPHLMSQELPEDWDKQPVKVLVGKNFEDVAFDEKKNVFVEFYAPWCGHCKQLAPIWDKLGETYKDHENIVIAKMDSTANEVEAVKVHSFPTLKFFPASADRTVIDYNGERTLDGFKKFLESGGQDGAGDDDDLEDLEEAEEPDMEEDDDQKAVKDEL
# CaV13 ICDI inh: Primary screen for inhibitors of IQ motif and Ca2+-dependent inactivation inhibitor domain binding in CACNA1D, Förster resonance energy transfer in living cells, …. HEK cells, CFP/YFP FRET ICDI-IQ, plate reader, 10 min; percent FRET-ratio fall versus neutral wells. inhibition, % at 12.3 µM. 340,000 compounds, 0.098% hits. AID 743397;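 active = mean replicate inhibition of at least 30% and at least 1% of replicates passing that level; inconclusive = only one of the two criteria is met; inactive = neither criterion is met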;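 also: 0% = median of the neutral control wells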
# aDG glyco up: increases alpha dystroglycan glycosylation; activation, % at 10 µM; AID 624168; Pro5-aDG cells, alpha-DG glycosylation AlphaScreen (IIH6); 0% Pro5, 100% B10-LARGE cell signal; 360,000 compounds, 0.22% hits;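 active = activation of at least 8% versus controls, or a plate z-score of at least 8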;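 also: Pro5 are CHO cells carrying HIG-tagged alpha-DG that lacks glycosylation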
# ABCB6 inh MLPCN: inhibitors of human ABC transporter ABCB6; Q9NP58; K562-ABCB6 porphyrin accumulation, flow cytometry, 1 h; stronger effect = lower value; fluorescence ratio to DMSO, % at 10 µM; 360,000 compounds, 0.19% hits;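 active = fluorescence ratio to DMSO below 75%, the collection mean minus 3 SD; inconclusive = too few cells collected in the well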;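 also: signal is porphyrin accumulated inside mitochondria; 100% equals median channel fluorescence of DMSO control wells; lower ratio means ABCB6 inhibition with less porphyrin fluorescence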
# MC4R ag barr: human MC4R agonism via beta-arrestin | 360,000 compounds, 0.98% hits | activation, % at 8.9 µM | P32245 | U2OS MC4R beta-arrestin complementation, luminescence; percent of melanotan II response, DMSO zero;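 active = activation above a per-plate cutoff, the mean activation of sample wells on that plate plus 3 SD, cut at about 8% in these data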
# Target sequence (P32245 whole entry, looked up): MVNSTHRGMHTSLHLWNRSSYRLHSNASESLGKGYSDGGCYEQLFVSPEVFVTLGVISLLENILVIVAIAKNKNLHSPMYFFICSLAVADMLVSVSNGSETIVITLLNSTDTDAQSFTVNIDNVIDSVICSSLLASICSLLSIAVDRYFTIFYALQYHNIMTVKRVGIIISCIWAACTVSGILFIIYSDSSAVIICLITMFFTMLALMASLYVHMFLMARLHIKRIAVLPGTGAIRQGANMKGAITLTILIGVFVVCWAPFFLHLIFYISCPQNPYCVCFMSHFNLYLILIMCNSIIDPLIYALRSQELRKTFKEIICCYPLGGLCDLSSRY
# Vif imaging: HIV Vif inhibition; HEK293T cells, Vif self-association by quenched fluorescence, imaging, 24 h; inhibition, % at 7.49 µM; 340,000 compounds, 0.35% hits; AID 602346; in the data active = inhibition above about 50%, passing the limit was not always enough; inconclusive = no clear call, values can overlap the other calls; inactive = below about 31%; also: some results filed as inactive read as strong as hits
# Cardio protect: modulators protecting cardiomyocytes from myocardial damage | H9c2 cardiomyocytes, H2O2 injury protection, ATPLite, 2 h | protection from H2O2 cell death, % at 20 µM | 360,000 compounds, 0.63% hits;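 active = compounds giving at least 50% protection of heart cells from peroxide-induced death in the single-dose screen, raw or plate-pattern-corrected value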;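 also: 0% = DMSO wells with peroxide and 100% = DMSO wells without peroxide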
# Glyco luc inh: N-linked glycosylation inhibition. D54 ERlucT glycosylation luciferase reporter, 24 h; percent of 100 nM tunicamycin response. reporter increase, % at 12.5 µM. 360,000 compounds, 0.23% hits;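 active = mean luciferase reporter signal, scaled so untreated is 0 and the glycosylation-blocking control 100, at or above a set limit in every replicate; inconclusive = mean reaches the limit but not every replicate does; inactive = mean below the limit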;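 also: luciferase carries N-glycosylation sites so blocking glycosylation raises the light; 0% = median of neutral control wells and 100% = median of 100 nM tunicamycin wells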
# MC4R antagonist: blocks human MC4R cAMP signaling | AID 540295 | 360,000 compounds, 0.48% hits | P32245 | inhibition, % at 6.5 µM | MC4R-expressing cells, MTII-stimulated cAMP, LANCE TR-FRET;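 active = inhibition above its plate's cutoff, the mean of tested wells on that plate plus 3 SD, cut at about 29% in these data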;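 also: 0% = Melanotan II alone and 100% = Melanotan II plus saturating MCL0020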
#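 Material – human MC4R-expressing U2OS cells · Repeats – no replicates · Detection – TR-FRET with Eu-cAMP and labeled anti-cAMP, 671 nm · Times – compound 30 min, challenge 1 h, detection 1 h · Compound – single nominal compound dose of 6.5 µM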
# m5-HT2A agonist: mouse HTR2A agonism via beta-arrestin recruitment; CHO-K1 mHTR2A beta-arrestin complementation, luminescence; percent of 30 µM serotonin response; activation, % at 7.6 µM; 360,000 compounds, 0.66% hits; AID 624169;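 active = activation above a run cutoff, the mean activation of all tested compounds plus 3 SD, cut at about 14% in these data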;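 also: 0% = plate median of compound wells and 100% = 30 µM serotonin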
# * = called active by the depositor; ? = inconclusive; nt = not tested or not shown.
item	mol	PDI inh	CaV13 ICDI inh	aDG glyco up	ABCB6 inh MLPCN	MC4R ag barr	Vif imaging	Cardio protect	Glyco luc inh	MC4R antagonist	m5-HT2A agonist
1	CCC1(c2ccccc2)NC(=O)N(CC(=O)Nc2nnc(C3CC3)s2)C1=O (stereo not drawn)	-1	nt	0.0	89	-2.5	6	20	-1	9	8
2	CCc1nc2c(OCCOc3ccc(F)cc3)cccn2c1N(C)C(=O)c1ccccc1F	10	-6	0.2	91	0.1	nt	15	-3	-3	5
3	CC(=O)c1cccc(N(C(=O)c2ccccn2)C(C(=O)NC2CCCCC2)c2ccccc2)c1 (stereo not drawn)	7	-3	0.1	99	-2.4	-3	-3	-1	6	-1
4	O=c1[nH][nH]c2c1C(c1cccc(C(F)(F)F)c1)OC(CCc1ccccc1)C2 (stereo not drawn)	nt	-4	0.3	101	nt	nt	nt	nt	nt	2
5	COc1cc2c(cc1OC)C(COc1cc(C)cc(C)c1)N(C(C)=O)CC2 (stereo not drawn)	-11	-1	1.1	98	-1.4	-3	0	-1	4	-6
6	CCC(C)NC(=O)COc1ccc(OCc2ccccc2)cc1 (stereo not drawn)	5	-6	-0.1	98	-1.2	5	-6	-1	5	-5
7	CNC(=O)c1[nH]cnc1C(=O)Nc1ccc(F)cc1	6	-4	-0.1	101	0.7	-5	0	10	1	-5
8	O=C1CCC(C(=O)Nc2ccccc2)N1 (stereo not drawn)	2	nt	-0.2	107	-1.2	6	-1	1	11	-1
9	COC(=O)Nc1nn(Cc2ccccc2F)cc1Br	-4	nt	-0.3	107	-0.3	0	2	-1	4	2
10	COC(=O)Cn1c(O)c(N=NC(=O)CNC(=O)COc2cccc(C)c2)c2ccccc21	-2	-5	0.0	98	-0.6	-9	-1	1	5	3
11	Fc1cccc(Cl)c1CSc1nnc(-c2ccncc2)o1	8	-5	-0.1	92	1.5	-11	-6	2	10	-1
12	COc1ccc([C@H]2[C@H](C(=O)OC(C)(C)C)N3N=Cc4ccccc4C3C23C(=O)c2ccccc2C3=O)cc1OC (stereo partly drawn)	3	nt	9.9*	101	-2.8	-10	8	-3	3	3
13	Cc1noc(C)c1COC(=O)CCCOc1ccc(Cl)cc1Cl	-1	nt	-0.3	112	-0.9	nt	-12	2	-1	4
14	O=C(CC(Nc1ccc(Cl)cc1Cl)C(=O)O)c1ccccc1 (stereo not drawn)	0	-2	0.1	96	-0.9	-1	-10	-15	2	0
15	COc1ccc(-c2csc(NC(=O)c3ccc(S(=O)(=O)N4CCc5ccccc5C4)cc3)n2)cc1	2	-5	1.9	100	0.4	-17	-11	0	8	0
16	COc1ccc(CN2C(=O)C(CC(=O)NC3CCCCC3)CC(C(=O)N3CCOCC3)=C2C)cc1 (stereo not drawn)	1	-6	0.0	105	1.1	-3	3	1	5	-1
17	CC(NC(=O)c1ccco1)c1ccc(-n2ccnc2)cc1 (stereo not drawn)	-2	-6	-0.1	94	3.3	-1	-4	0	7	5
18	CCCc1nc(SCc2ccccn2)c2c(=O)n(C)c(=O)n(C)c2n1	nt	-3	0.0	96	0.4	5	14	1	4	5
19	O=C(O)C1=CC[C@@H](c2ccc(Cl)cc2)N(S(=O)(=O)c2ccc(Cl)cc2)C1	0	6	-0.2	100	-0.4	nt	3	1	9	-2
20	O=C(NCc1nc2ccccc2[nH]1)C1=C[C@@H](c2ccc(C(F)(F)F)cc2)C[C@@H](OCc2ccc(CO)cc2)O1	-1	-6	-0.3	94	1.2	-4	-3	4	12	-2
21	CCN(CC)S(=O)(=O)c1ccc2c(c1)nc(CCC(=O)Nc1ccc(N3CCOCC3)cc1)n2C	7	8	-0.3	99	-1.4	11	-8	0	-6	-1
22	CN1[C@@H]2CC[C@H]1CC(OC(=O)c1c[nH]c3ccccc13)C2 (stereo partly drawn)	16	-5	-0.2	98	0.0	?	17	-1	3	-10
23	COc1ccccc1N1CCN(C(=O)COc2cccc3ccccc23)CC1	5	-6	0.0	99	-1.2	-5	-1	0	-1	1
24	O=C(CN1CCN(CCC(=O)Nc2ccccc2F)CC1)Nc1ccc(F)cc1	-4	0	0.3	87	1.3	4	0	0	-4	0
25	CCN(CC)c1cc(Oc2ccccc2)ncn1	-35	-3	-0.3	89	-0.7	0	0	-1	-3	-5
26	O=c1oc2cc(S(=O)(=O)NCCCO)ccc2c2ccc(S(=O)(=O)NCCCO)cc12	5	-3	-0.1	96	-1.3	0	-11	2	-2	0
27	CC(C)CN1CCN(Cc2cccn2-c2cccnc2)CC1CCO (stereo not drawn)	-3	-3	-0.2	104	-2.2	-2	14	1	8	2
28	CCOc1ccc(N=c2scc(-c3ccc(OC)cc3)n2CCO)cc1	-2	-4	-0.3	95	0.9	-14	-23	-7	1	5
29	CCOC(=O)N1CCC(N2C(=O)c3ccc(C(=O)NCCC(C)C)cc3C2=O)CC1	15	-17	0.2	95	-1.3	nt	-5	1	-3	5
30	CCc1nc2ccc(C(=O)NCC3CCCCC3)cn2c1N(C)C(=O)c1cccc(OC)c1	10	-4	0.1	99	-2.6	2	2	-3	-4	9
31	Cc1ccc(OCC(=O)NNC(=O)CSc2ncc(C#N)c(N)n2)cc1	2	-5	0.1	101	-0.7	0	2	0	11	2
32	Cc1ccc(F)cc1C(=O)N1CCOCC1c1cc(C(=O)Nc2ccccc2)no1 (stereo not drawn)	2	-15	0.4	95	-1.2	11	6	-1	9	-5
33	O=S(=O)(c1ccc(NC(=S)NC2CC2)cc1)N1CCOCC1	-3	-4	0.2	155	-2.8	3	-2	3	13	1
34	O=C(/C=C/c1ccc(Cl)cc1Cl)n1cccn1	2	-2	0.1	99	-0.1	6	16	5	5	2
35	CCOC(=O)Cc1csc(NC(=O)COc2ccc3ccccc3c2)n1	-2	-6	0.3	82	-3.4	-10	-7	1	0	-2
36	O=C1C(Cl)=C(NCCN2CCCCC2)C(=O)c2ccccc21	13	nt	-0.8	111	-0.6	-9	-35	-21	-38	-2
37	O=C(CN(CC1CCCO1)C(=O)CNS(=O)(=O)c1ccccc1)NCc1ccc(F)cc1 (stereo not drawn)	9	-3	0.0	99	1.1	1	-6	0	4	1
38	Cc1cccc(NC(=O)C2CCN(S(=O)(=O)c3c(C)c(C)cc(C)c3C)CC2)n1	-1	-6	0.2	91	-3.9	nt	0	0	11	-8
39	O=C(NN=C1CCCCCC1)c1cc2ccccc2cc1O	0	-13	-0.3	97	-1.0	1	14	0	-1	-9
40	CCCCC(=O)Nc1ccc(C)c(O)c1	-10	-1	-0.2	99	2.0	1	4	1	-6	-2
41	CC(C)C(=O)N1CCC2(CC1)Oc1ccc(Cl)cc1C(=O)C21CC(c2ccccc2)=NO1 (stereo not drawn)	-1	-6	0.2	83	-2.0	-2	2	-5	29*	0
42	CC(=O)c1cccc(NC(=O)CSCc2ccc(Br)cc2)c1	15	-2	-0.3	98	-2.4	-4	7	-1	4	-2
43	Cc1ccc(-c2cc(-c3ccccc3)c3c(N)c(S(C)(=O)=O)sc3n2)cc1	5	-2	0.2	102	-3.4	5	-1	0	-14	9
44	CCC(C(=O)OC)n1cnc2c(nnn2-c2ccc(C)cc2)c1=O (stereo not drawn)	nt	-10	0.0	100	-0.4	6	-10	-3	4	3
45	O=C(N(c1ccccn1)c1ccccn1)C12CC3CC(CC(Cl)(C3)C1)C2	2	-4	0.0	97	0.1	8	4	0	1	2
46	Cc1cccc(C(=O)NC(=S)N(C)C2CCCCC2)c1	5	nt	0.3	102	-3.6	-10	1	3	8	2
47	O=C(N/N=C/c1c[nH]c2ccccc12)c1ccccc1	-5	-6	-0.1	97	0.5	?	8	1	8	-1
48	CCCC(=O)Nc1ccc(C(=O)NNC(=O)COc2ccc(Br)c(C)c2)cc1	14	-8	-0.1	102	4.6	0	0	0	-10	6
49	FC(F)(F)c1nnc(N2CCN(c3ccc(Cl)cc3)CC2)s1	-2	-5	0.1	97	2.5	-3	4	1	9	-1
50	c1ccc(CN2CCC3(CC2)Nc2ccccc2CO3)cc1	-1	-3	0.0	100	2.4	-1	4	-1	-8	6
51	CC(C(=O)c1ccc(-c2ccccc2)cc1)[n+]1cccc(C(N)=O)c1 (stereo not drawn)	2	-18	0.0	98	1.1	-1	14	0	12	-5
52	O=C(/C=C/c1cccs1)NCc1cccnc1	-18	-2	-0.2	104	0.1	0	-10	0	-4	0
53	COc1ccc(CC(=O)N[C@@H](CCSC)C(=O)N2CCC3(CC2)NCCc2[nH]cnc23)cc1	-1	-4	0.2	91	0.4	15	0	-1	2	14
54	COCCSc1ccccc1C(=O)NCc1ccc(S(N)(=O)=O)cc1	1	-7	-0.1	96	0.2	13	-4	2	-2	1
55	COc1ccc(OC)c(NC(=O)Cn2cc(C=O)c3ccccc32)c1	-4	-7	0.0	103	-3.3	-3	-5	-1	-2	3
56	CC(C)(C)NC(=O)CN(CCN1CCOCC1)C(=O)CNS(=O)(=O)c1ccccc1	-6	-4	0.3	100	4.4	-3	-3	-1	2	6
57	O=C(CSc1nc2ccccc2o1)NCC(=O)c1ccccc1	1	-2	-0.3	99	2.8	11	10	0	-3	-1
58	C/C(CC(C)C)=N\Nc1ccc(S(N)(=O)=O)cc1[N+](=O)[O-]	8	-4	0.4	97	-4.2	-4	-17	1	-1	0
59	CCCSc1nc2c(c(=O)n1CC)SC(C)C2 (stereo not drawn)	nt	11	-0.3	93	-1.2	nt	-5	0	0	-8
60	COCCCC1CCN(C(=O)C2CCC(=O)N(CCc3ccccc3)C2)CC1 (stereo not drawn)	4	-3	0.1	98	-2.8	-31	6	0	-2	2

# The list goes on:
item	mol	PDI inh	CaV13 ICDI inh	aDG glyco up	ABCB6 inh MLPCN	MC4R ag barr	Vif imaging	Cardio protect	Glyco luc inh	MC4R antagonist	m5-HT2A agonist
61	CS(=O)(=O)c1ccc2nc(NC(=O)c3ccccc3Cl)sc2c1	2	-6	-0.2	96	-0.1	1	-1	-4	9	4
62	COc1ccc(/C=N/NC(=O)CSCC(=O)Nc2ccccc2)cc1	0	-5	0.1	88	-4.2	-9	5	0	-2	-3
63	O=C(Nc1ccncc1)c1cccc(S(=O)(=O)N2CCOCC2)c1	3	-4	0.4	87	-3.5	18	-8	0	10	3
64	COc1cc2ccccc2cc1C(=O)N(CCN(C)C)c1nc2c(OC)ccc(OC)c2s1	-3	-4	1.0	102	8.2	-6	-9	-5	-3	-1
65	O=C(COC(=O)CCc1c[nH]c2ccccc12)NC(c1ccccc1)c1ccccc1	1	-3	-0.2	99	-1.2	12	-2	0	8	0
66	Cc1cccc(CN2CCN(CC(=O)N3CCCC3)C2=O)c1	-2	nt	-0.1	100	-1.2	4	4	-1	1	0
67	Cc1cc(C(=O)N2CCCC(N3CCN(c4cccc(Cl)c4)CC3)C2)nc(C)n1 (stereo not drawn)	5	-6	0.3	97	-1.6	-7	2	2	0	-5
68	Cc1c(C(=O)C(=O)N2CCN(C)CC2)c2ccccc2n1C	-5	-7	-0.1	93	1.1	-3	-3	2	6	-1

# Compound activity as filed in PubChem BioAssay.

# Rows were taken by chance, and some 3.6% of all compounds hit somewhere here.
